Bcl-B displacement: displacers of TR3 peptide from Bcl-B, primary screen, selectivity assay for Bfl-1 inhibitor project, biochemical, fluorescence polarization; one-dose displacement, % at 20 µM; IC50 in µM for titrated hits; actives 0.11% (n = 96,000); FP displacement of FITC-TR3 peptide from Bcl-B; higher % means a stronger effect; AID 748;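 active means displacement above 50% at 20 µM plus a fluorescence interference ratio under 1.5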;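 further: plate controls were wells without compound for no effect and wells lacking Bcl-B protein for full effect; a part of the inactive calls stands beside numbers as strong as those of hits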
MRP resist rev: reverses drug resistance mediated by MRP. differential viability (reversal), % at 10 µM. actives 0.04% (n = 85,000). H69AR cells + 2 uM doxorubicin, CellTiter-Glo, 72 h;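 active means viability drop by adding the cancer drug above about 55%, with treated viability meeting a 40% cutoff, limit read from the data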;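 further: viability without doxorubicin minus viability with 2 µM doxorubicin for each compound; larger differential means the compound sensitizes cells more to doxorubicin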
NFkB transloc inh: blocks IL-1B driven NFkB nuclear translocation in HUVEC cells; HUVEC IL-1B NFkB p65 nuclear translocation imaging; inhibition, % at 2 µM; actives 0.43% (n = 94,000); AID 796;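 active means inhibition above about 30% together with a positive call from visual inspection of the well image, limit read from the data; inconclusive means inhibition above a set limit but visual check negative; inactive means inhibition not above a set limit, visual check negative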;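 further: nuclear over cytoplasmic p65 intensity ratio measured by imaging; 0% = IL-1B stimulated DMSO wells and 100% = unstimulated DMSO wells; values of inactives mirror those of a sister screen read the other way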
IL1B NFkB pot: enhances IL-1B driven NFkB nuclear translocation; HUVEC IL-1B NFkB p65 nuclear translocation imaging; actives 0.3% (n = 94,000); activation, % at 2 µM;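 active means activation above 40%, about the mean plus 3 SD, also judged a hit on visual image review; inconclusive means activation above 40% but not a hit on visual review; inactive means activation not above 40% and no visual hit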;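 further: percent activation is computed from the nuclear over cytoplasmic p65 intensity ratio; values of inactives mirror those of a sister screen read the other way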
PLAP inhibitors HTS: PLAP enzyme inhibitors, biochemical, luminescence, HTS (AID 690); actives 0.08% (n = 96,000); purified PLAP, luminescent substrate; higher % means a stronger effect; inhibition, % at 20 µM, or IC50 in µM where a hit was titrated; in the data active means a potency from the dose series; inactive means the rest, 99 in 100 with inhibition below about 30%; further: strong numbers were not always called active
MRP resist rev cytotoxicity: further read-out of MRP resist rev, marked with its call; viability, %; H69AR cells, CellTiter-Glo, 72 h; measured here: cytotoxicity without doxorubicin
MRP resist rev with doxorubicin: recorded beside MRP resist rev, whose call it bears; viability, %; measured here: viability with 2 uM doxorubicin; active compounds read low
NFkB transloc inh cell count 2 µM: recorded beside NFkB transloc inh, whose call it bears; cell count; measured here: cells passing quality filter;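 raw number of nuclei counted in each imaged well without normalization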
IL1B NFkB pot cell count 2 µM: further read-out of IL1B NFkB pot, marked with its call; cell count; measured here: cells passing quality filter
* hit, by the source's call; ? = inconclusive; . = not tested or not shown. This is a subset, so the mix of outcomes need not match the whole.

[1] O=C(CNS(=O)(=O)c1cccs1)Nc1ccc2c(c1)OCCO2
[2] O=C1N=C(N2CCOCC2)CS1
[3] O=C(NCCCn1ccnc1)c1ccc2c(c1)OCCO2
[4] c1ccc(C2=Nn3c(nnc3-c3cc(-c4ccccc4)n[nH]3)SC2)cc1
[5] Cc1ccc(OC(C)C(=O)O)cc1C (stereo not given)
[6] COc1ccc(S(N)(=O)=O)cc1C(=O)NCC1(N2CCCCC2)CCCCC1
screen / no.	1	2	3	4	5	6
Bcl-B displacement	-15%	-2%	0%	-2%	.	3%
MRP resist rev	-3	-8	-2	-16	-1	6
MRP resist rev cytotoxicity	99	88	107	40	91	94
MRP resist rev with doxorubicin	103	97	109	56	92	88
NFkB transloc inh	.	-9	4	4	6	-4
NFkB transloc inh cell count 2 µM	.	146	177	172	113	193
IL1B NFkB pot	.	9	-4	-4	-6	4
IL1B NFkB pot cell count 2 µM	.	146	177	172	113	193
PLAP inhibitors HTS	-30%	4%	3%	0%	.	-28%

[7] CC(C)C(c1nnnn1C1CCCC1)N1CCCCC1 (stereo not given)
[8] COC(=O)C(C)Sc1nc2c(c(-c3ccc(OC)cc3)c1C#N)-c1ccccc1C2=O (stereo not given)
[9] Cc1ccc2cc3cc(C(=O)NCCCN4CCCCCC4)oc3nc2c1
[10] Cc1nc2c(sc3nc4c(cc32)COC(C)(C)C4)c(=O)n1Cc1ccccc1
[11] Cc1cc(C)c(C(N)=O)c(Nc2cccc(Cl)c2)n1
[12] Cn1c(Cl)c(C(=O)Nc2ccc(Cl)cc2)c2ccccc21
screen / no.	7	8	9	10	11	12
Bcl-B displacement	3%	.	2%	-2%	.	0%
MRP resist rev	4	-4	33	6	-6	.
MRP resist rev cytotoxicity	96	34	100	98	94	.
MRP resist rev with doxorubicin	93	38	66	92	100	.
NFkB transloc inh	-13	18	-3	4	-5	-3
NFkB transloc inh cell count 2 µM	180	154	149	120	125	143
IL1B NFkB pot	13	-18	3	-5	5	3
IL1B NFkB pot cell count 2 µM	180	154	149	120	125	143
PLAP inhibitors HTS	10%	.	-17%	-4%	.	3%

[13] O=C(Nc1cccc2ncccc12)C(Cl)(Cl)Cl
[14] Cc1nc(SCC(=O)Nc2cccc(Cl)c2)n[nH]1
[15] Cc1cccn2c(=O)c(/C=C(\C#N)S(=O)(=O)c3ccccc3)c(N3CCC(C(N)=O)CC3)nc12
[16] O=C(NC1CCCC1)c1cnn2c(C(F)(F)F)cc(-c3ccco3)nc12
[17] CCn1c(=N)c(C(=O)OC)cc2c(=O)n3ccccc3nc21
[18] CCN(CC)CCOC(=O)c1c(C)n(C)c2ccc(OC)cc12
screen / no.	13	14	15	16	17	18
Bcl-B displacement	6%	-4%	3%	-2%	4%	2%
MRP resist rev	.	-21	11	-2	-4	.
MRP resist rev cytotoxicity	.	92	86	33	90	.
MRP resist rev with doxorubicin	.	113	75	34	94	.
NFkB transloc inh	-5	1	-4	1	.	-6
NFkB transloc inh cell count 2 µM	109	119	197	205	.	137
IL1B NFkB pot	-2	-1	4	-1	.	6
IL1B NFkB pot cell count 2 µM	137	119	197	205	.	137
PLAP inhibitors HTS	-9%	-74%	-61%	-16%	-8%	-38%

[19] CC1CC(C)CN(C(=O)CSC2=Nc3ccccc3C3=NC(Cc4c[nH]c5ccccc45)C(=O)N23)C1 (stereo not given)
[20] CCOC(=O)c1ccc(S(=O)(=O)n2c(CN3CCCCC3)nc3ccccc32)cc1
[21] Cn1c(=O)c2c(nc(Br)n2Cc2ccc3ccccc3c2)n(C)c1=O
[22] CCN(CC)C(=O)C1=C(C)NC(=S)NC1c1cn(-c2ccccc2)nc1-c1ccc(Cl)cc1 (stereo not given)
[23] CC1(C)CC(=O)C(C=NCCN2CCN(C(=S)Nc3ccccc3)CC2)=C(O)C1
[24] CCOC(=O)c1ccc(S(=O)(=O)N2CCC(C(=O)OCC)CC2)cc1
screen / no.	19	20	21	22	23	24
Bcl-B displacement	-26%	3%	3%	-8%	0%	-14%
MRP resist rev	2	14	-15	12	.	-4
MRP resist rev cytotoxicity	78	99	55	85	.	83
MRP resist rev with doxorubicin	76	86	70	73	.	87
NFkB transloc inh	-8	10	-23	1	7	-28
NFkB transloc inh cell count 2 µM	124	189	173	153	146	154
IL1B NFkB pot	8	-10	23	-1	-7	28
IL1B NFkB pot cell count 2 µM	124	189	173	153	146	154
PLAP inhibitors HTS	-22%	-6%	9%	-36%	-10%	12%

Reprinted at random: 4 compounds from above
[19] CC1CC(C)CN(C(=O)CSC2=Nc3ccccc3C3=NC(Cc4c[nH]c5ccccc45)C(=O)N23)C1 (stereo not given)
[22] CCN(CC)C(=O)C1=C(C)NC(=S)NC1c1cn(-c2ccccc2)nc1-c1ccc(Cl)cc1 (stereo not given)
[24] CCOC(=O)c1ccc(S(=O)(=O)N2CCC(C(=O)OCC)CC2)cc1
[23] CC1(C)CC(=O)C(C=NCCN2CCN(C(=S)Nc3ccccc3)CC2)=C(O)C1
screen / no.	19	22	24	23
Bcl-B displacement	-26%	-8%	-14%	0%
MRP resist rev	2	12	-4	.
MRP resist rev cytotoxicity	78	85	83	.
MRP resist rev with doxorubicin	76	73	87	.
NFkB transloc inh	-8	1	-28	7
NFkB transloc inh cell count 2 µM	124	153	154	146
IL1B NFkB pot	8	-1	28	-7
IL1B NFkB pot cell count 2 µM	124	153	154	146
PLAP inhibitors HTS	-22%	-36%	12%	-10%

(continued)
[25] O=S(=O)(c1ccc(S(=O)(=O)N2CCN(Cc3ccccc3)CC2)cc1)N1CCOCC1
[26] C=CCn1c(SCC(=O)Nc2cc3oc4ccccc4c3cc2OC)nnc1-c1cnccn1
[27] CC1=NN(C(=O)c2ccc(Cn3nc(C)cc3C)o2)C(O)(C(F)(F)F)C1 (stereo not given)
[28] CCNc1nc(NCC)nc(SCCOC(=O)COc2ccc(Cl)cc2Cl)n1
[29] CN1CCN(NC(=O)CN2C(=O)/C(=C/c3c(Cl)cccc3Cl)SC2=S)CC1
[30] Cc1c(C(=O)O)c2cc(O)ccc2n1-c1ccccc1
screen / no.	25	26	27	28	29	30
Bcl-B displacement	4%	-105%	-1%	-1%	1%	4%
MRP resist rev	-1	3	.	16	.	24
MRP resist rev cytotoxicity	91	64	.	94	.	98
MRP resist rev with doxorubicin	93	61	.	78	.	74
NFkB transloc inh	8	-11	10	18	-8	-24
NFkB transloc inh cell count 2 µM	158	180	146	184	163	121
IL1B NFkB pot	-8	11	-10	-17	8	24
IL1B NFkB pot cell count 2 µM	158	180	146	184	163	121
PLAP inhibitors HTS	9%	-28%	-124%	19%	-83%	-30%

[31] COCCCn1c(=N)c(C(=O)NCc2ccc3c(c2)OCO3)cc2c(=O)n3ccccc3nc21
[32] Cc1ccc(-n2ncc3c(Nc4c(C)n(C)n(-c5ccccc5)c4=O)ncnc32)c(C)c1
[33] COCC(=O)Nc1nnc(-c2cccs2)s1
[34] COc1ccc(NC(=O)CSc2nnc(C3CC3)n2-c2ccccc2)cc1
[35] CC(C)(O)C#Cc1ccccc1C(=O)NC(CC(N)=O)C(=O)O (stereo not given)
[36] C=CCNc1oc(COc2ccc(C)cc2)nc1C#N
screen / no.	31	32	33	34	35	36
Bcl-B displacement	29%	0%	4%	-2%	-8%	2%
MRP resist rev	0	4	7	1	-7	-10
MRP resist rev cytotoxicity	71	94	97	94	90	92
MRP resist rev with doxorubicin	71	90	90	93	98	102
NFkB transloc inh	-16	-1	-3	-4	2	-20
NFkB transloc inh cell count 2 µM	113	102	68	178	172	195
IL1B NFkB pot	16	1	3	4	-2	20
IL1B NFkB pot cell count 2 µM	113	102	68	178	172	195
PLAP inhibitors HTS	-26%	-17%	15%	-10%	4%	16%

[37] Cc1csc(SCC(=O)Nc2c(C)n(C)n(-c3ccccc3)c2=O)n1
[38] O=C(O)CNC1=NCCC1
[39] Cc1nc(NC(=O)c2cc3c(s2)CCCCC3)sc1C(=O)N(C)C
[40] CN1C(=C2C(=O)OC(C)(C)OC2=O)Sc2ccccc21
[41] CCOC(=O)N1CCN(Cc2nc(-c3ccc(C)cc3)no2)CC1
[42] Cc1nn(-c2ccccc2)c(C)c1/C=N/NC(=O)CSc1nc2ccccc2c(=O)n1-c1ccc(Br)cc1
screen / no.	37	38	39	40	41	42
Bcl-B displacement	-8%	-10%	9%	-9%	3%	11%
MRP resist rev	-6	5	1	1	14	.
MRP resist rev cytotoxicity	95	91	73	87	101	.
MRP resist rev with doxorubicin	100	86	72	87	87	.
NFkB transloc inh	8	.	1	-10	4	-8
NFkB transloc inh cell count 2 µM	91	.	96	77	145	126
IL1B NFkB pot	-8	.	-1	10	-4	8
IL1B NFkB pot cell count 2 µM	91	.	96	77	145	126
PLAP inhibitors HTS	-6%	-1%	-2%	21%	-21%	6%

[43] N#Cc1ccccc1NC(=O)COC(=O)c1ccc(S(=O)(=O)N2CCCC2)cc1
[44] CCN(CC)CCNC1=CC(=O)OC12CCCCC2
[45] Cc1ncc2c(c1OC(=O)c1ccccc1)COC(C)(C)OC2
[46] CCCC(C)C(=O)NCc1ccc2c(c1)OCO2 (stereo not given)
[47] CCC1C(=O)Nc2nc(-c3ccccc3)c(-c3ccccc3)n2N=C1C (stereo not given)
[48] C/C=C/Cn1c(SCc2ccccc2)nc2c1c(=O)[nH]c(=O)n2C
screen / no.	43	44	45	46	47	48
Bcl-B displacement	2%	.	17%	14%	1%	-7%
MRP resist rev	0	6	12	4	-16	7
MRP resist rev cytotoxicity	99	95	89	100	51	88
MRP resist rev with doxorubicin	99	88	78	96	67	80
NFkB transloc inh	5	3	-7	2	-120	-7
NFkB transloc inh cell count 2 µM	173	122	58	159	161	190
IL1B NFkB pot	-5	-3	7	-2	120*	7
IL1B NFkB pot cell count 2 µM	173	122	58	159	161*	190
PLAP inhibitors HTS	4%	.	-52%	21%	-82%	-14%

[49] CCOC(=O)C(Oc1ccc(=O)[nH]n1)C(C)=O (stereo not given)
[50] Cn1cc(SCC(=O)N2CCCc3ccccc32)c2ccccc21
[51] COc1ccc(C)cc1NC(=O)C1CCN(S(=O)(=O)c2cccc3cccnc23)CC1
[52] COCCn1c(SCC#N)nnc1-c1ccccc1O
[53] Cc1cccn2cc(CNC(=O)CC3CCCC3)nc12
[54] COc1ccc(S(=O)(=O)NC(CC(=O)N2CCc3ccccc32)c2ccco2)cc1 (stereo not given)
screen / no.	49	50	51	52	53	54
Bcl-B displacement	9%	1%	-2%	2%	-9%	0%
MRP resist rev	7	6	3	.	.	0
MRP resist rev cytotoxicity	94	76	88	.	.	75
MRP resist rev with doxorubicin	88	71	85	.	.	74
NFkB transloc inh	2	7	-6	.	-52	5
NFkB transloc inh cell count 2 µM	154	175	47	.	130	138
IL1B NFkB pot	-2	-7	7	.	?	-5
IL1B NFkB pot cell count 2 µM	154	175	47	.	.	138
PLAP inhibitors HTS	4%	-46%	-57%	26%	14%	2%

[55] CCC(c1nnnn1CCOC)N1CCN(c2cccc(C(F)(F)F)c2)CC1 (stereo not given)
[56] O=CN(/C=C1\Sc2ccccc2C1=O)Cc1ccccc1
[57] c1ccc(-n2nnnc2SCc2cn3ccccc3n2)cc1
[58] CC1=C(C(=O)Nc2ccc(C)cc2C)C(c2cccs2)NC(=S)N1 (stereo not given)
[59] CC1(Cc2cn(CCC#N)c3ccccc23)OCCO1
screen / no.	55	56	57	58	59
Bcl-B displacement	3%	3%	-4%	5%	-2%
MRP resist rev	.	-5	8	.	-7
MRP resist rev cytotoxicity	.	71	97	.	98
MRP resist rev with doxorubicin	.	76	89	.	106
NFkB transloc inh	1	5	-36	1	6
NFkB transloc inh cell count 2 µM	146	165	52	134	103
IL1B NFkB pot	-1	-5	36	-1	-6
IL1B NFkB pot cell count 2 µM	146	165	52	134	103
PLAP inhibitors HTS	-71%	30%	-19%	12%	22%

Screening results deposited in PubChem by several laboratories.
